GDH-TPI inh = inhibits GDH-TPI coupling enzymes, artifact for Mtb FBA screen; GDH-TPI coupled enzyme counterscreen, NADH absorbance; inhibition, % at 4.8 µM; hit rate 1.2% among 360,000; AID 588335; in the data active means inhibition above about 30%;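 further: 0% = DMSO wells and 100% = wells lacking the enzyme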
BoNT-F LC inh = inhibitors of Botulinum neurotoxin F light chain protease. Multiplex microsphere protease cleavage assay, flow cytometry. inhibition, % at 10 µM. hit rate 0.22% among 360,000. AID 588497; in the data active means inhibition above about 35%, passing the limit was not always enough; further: plate controls were buffer without enzyme for full effect and enzyme alone for no effect
Mtb UGM inh = inhibitors of M. tuberculosis UDP-galactopyranose mutase; P9WIQ1; purified UGM, fluorescence polarization probe displacement; inhibition, % at 10 µM; hit rate 0.06% among 320,000; in the data active means inhibition above about 10%, passing the limit was not always enough
Target sequence (P9WIQ1 whole entry, looked up): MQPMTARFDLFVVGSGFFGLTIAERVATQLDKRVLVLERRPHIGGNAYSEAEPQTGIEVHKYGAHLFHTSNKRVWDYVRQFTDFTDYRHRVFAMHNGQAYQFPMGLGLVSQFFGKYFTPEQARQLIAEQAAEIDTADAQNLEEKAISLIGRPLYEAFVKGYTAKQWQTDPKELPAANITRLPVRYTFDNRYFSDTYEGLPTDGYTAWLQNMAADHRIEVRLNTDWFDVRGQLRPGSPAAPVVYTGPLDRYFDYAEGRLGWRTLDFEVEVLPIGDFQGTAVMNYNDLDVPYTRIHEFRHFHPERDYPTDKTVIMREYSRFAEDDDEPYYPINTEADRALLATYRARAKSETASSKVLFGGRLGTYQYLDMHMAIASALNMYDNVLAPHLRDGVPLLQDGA
PrPC surface inh = cell surface PrPC inhibition, primary TR-FRET screen; P04156; TR-FRET read-out; inhibition, % at 13.8 µM; hit rate 0.43% among 370,000; AID 720596; in the data active means inhibition above about 24%; further: 0% = median of the test wells and 100% = reference compound wells
MazF activator = MazEF (E. coli) toxin RNase activation; hit rate 0.32% among 350,000; P0AE70; FAM/BHQ RNA-DNA oligo cleavage fluorescence, 5 h; activation, % at 20 µM; in the data active means activation above about 50%
Target sequence (P0AE70 whole entry, looked up): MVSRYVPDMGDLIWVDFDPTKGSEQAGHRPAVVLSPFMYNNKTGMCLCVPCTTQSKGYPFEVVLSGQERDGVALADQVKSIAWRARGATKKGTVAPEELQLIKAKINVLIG
Rv3671c protease = inhibits the M. tuberculosis serine protease Rv3671c. inhibition, % at 5.96 µM. AID 2606. P9WHR9. hit rate 0.048% among 320,000; in the data active means inhibition above about 38%;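 further: extracellular domain of Rv3671c used as enzyme; 0% = enzyme with DMSO and 100% = no enzyme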
FadD28 FP inh = M. tuberculosis FadD28 bisubstrate binding inhibition; FadD28 bisubstrate probe binding, fluorescence polarization; inhibition, % at 12.5 µM; hit rate 0.22% among 360,000; AID 588549; in the data active means inhibition above about 8.5%, passing the limit was not always enough
BioA inh = inhibitors of Mycobacterium tuberculosis BioA enzyme | AID 602481 | purified M. tuberculosis BioA enzyme, plate reader | hit rate 0.096% among 360,000 | inhibition, % at 9.99 µM; in the data active means inhibition above about 40%
Mtb FBA inh = Mtb fructose-bisphosphate aldolase inhibition; purified M. tuberculosis FBA, fluorescence read-out; P9WQA3; hit rate 2.3% among 360,000; inhibition, % at 1 µM; in the data active means inhibition above about 27%;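 further: 0% = vehicle and 100% = reference inhibitor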
Target sequence (P9WQA3 whole entry, looked up): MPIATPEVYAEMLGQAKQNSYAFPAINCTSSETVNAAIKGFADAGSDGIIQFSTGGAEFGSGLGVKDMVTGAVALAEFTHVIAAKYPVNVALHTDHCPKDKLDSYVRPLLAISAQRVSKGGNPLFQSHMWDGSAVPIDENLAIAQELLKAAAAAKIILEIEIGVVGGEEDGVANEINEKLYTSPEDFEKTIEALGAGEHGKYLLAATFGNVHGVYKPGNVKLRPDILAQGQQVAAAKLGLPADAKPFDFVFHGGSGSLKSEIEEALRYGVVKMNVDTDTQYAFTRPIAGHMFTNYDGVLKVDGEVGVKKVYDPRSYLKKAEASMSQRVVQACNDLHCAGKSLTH
An asterisk follows results filed as active; x = no result given.

Results follow in this order: GDH-TPI inh | BoNT-F LC inh | Mtb UGM inh | PrPC surface inh | MazF activator | Rv3671c protease | FadD28 FP inh | BioA inh | Mtb FBA inh
1. Cc1ccc(NC(NC(=O)c2cccs2)C(Cl)(Cl)Cl)cc1 (stereo not given)
→ 2 | -7 | -0.8 | -2 | -1 | 1 | -2.3 | x | 0
2. COc1cccc(CSc2nccn2C)c1
→ 20 | x | -3.5 | -5 | -10 | -2 | -1.2 | 6.7 | 3
3. CCC(C)Sc1nnc(CNS(=O)(=O)c2ccc(F)cc2)n1C (stereo not given)
→ 1 | -12 | 0.0 | 1 | 1 | 4 | 0.1 | 0.7 | 3
4. Cc1cc(C2=NNC(=NC3CCCCC3)SC2)c(C)n1-c1c(C)n(C)n(-c2ccccc2)c1=O
→ 5 | -12 | -1.3 | -1 | 3 | 3 | -1.4 | -0.7 | -1
5. Cc1cc(C(=O)COc2cccnc2[N+](=O)[O-])c(C)n1Cc1cccs1
→ 7 | -2 | 3.4 | -5 | 1 | -8 | -7.2 | 5.6 | 0
6. COc1cccc(N2CCN(S(=O)(=O)c3ccc4c(c3)NC(=O)CS4)CC2)c1
→ -10 | 4 | 1.0 | 11 | 5 | -4 | -3.2 | 0.7 | -3
7. COc1ccccc1-c1nnc(NC(=O)c2ccc(S(=O)(=O)N(C)CC3CCCO3)cc2)o1 (stereo not given)
→ 19 | -3 | 0.5 | 9 | 4 | -46 | 0.2 | -0.7 | -1
8. CCN(CC)S(=O)(=O)c1cccc(C(=O)Nc2ccccc2C(=O)N2CCOCC2)c1
→ -3 | -44 | -0.4 | 2 | -2 | -6 | -2.3 | -0.1 | -1
9. Cc1ccc(NC2=NC(c3ccc(O)cc3)n3c(nc(C)cc3=O)N2)cc1 (stereo not given)
→ 7 | -4 | -1.3 | 4 | -2 | -14 | -3.9 | -3.5 | -1
10. Cc1cccc(C)c1Nc1cn[nH]c1
→ x | 4 | x | -3 | x | x | 0.0 | 5.9 | -2
11. COc1ccc(C(=O)N2CCN(c3ccc(NC(=O)c4cccs4)cc3)CC2)cc1
→ 12 | -6 | -1.0 | 3 | 7 | -1 | -0.9 | -1.3 | 1
12. COc1cccc(-n2c(N)cc(=O)nc2SCC(=O)N2CCN(c3ccccc3)CC2)c1
→ 6 | 0 | 2.7 | 6 | -2 | 5 | -2.1 | 0.1 | -1
13. Cc1ccc(NC(=O)c2ccco2)c(NC(=O)c2cccs2)c1
→ 1 | -5 | -1.8 | -1 | 10 | 3 | -0.8 | -0.2 | 2
14. COc1ccc(CNC(=O)C(=O)NCC(c2ccco2)N2CCOCC2)cc1 (stereo not given)
→ 3 | 0 | -0.3 | 7 | -1 | -17 | -4.3 | x | -5
15. Cc1ccc(S(=O)(=O)CCc2nc3ccccc3[nH]2)cc1
→ 6 | -2 | 0.3 | 2 | 14 | -6 | -2.4 | 1.9 | 5
16. CCC(C)Sc1ccc([C@H]2N[C@@](C)(C(=O)OC)[C@H]3C(=O)N(C)C(=O)[C@@H]23)cc1OC (stereo not given in full)
→ 3 | 2 | -0.9 | 1 | 9 | 4 | -1.0 | -0.6 | 0
17. O=C(c1cccnc1)N1CCN(S(=O)(=O)c2ccc(S(=O)(=O)N3CCCC3)cc2)CC1
→ 2 | 3 | 0.8 | 5 | -7 | -14 | -1.7 | -2.5 | 0
18. CCOC(=O)CSc1nnc(COc2cccc(C)c2)o1
→ 1 | -4 | 3.5 | -3 | 5 | 7 | -3.5 | x | -4
19. Cc1nn(-c2ccccc2)c(Cl)c1C(=O)OCC(=O)NCCc1ccc(S(N)(=O)=O)cc1
→ 9 | -3 | x | 2 | 5 | x | -2.1 | x | 2
20. COCCNC(=O)/C(C#N)=C/c1ccc(C)o1
→ 24 | -6 | -0.9 | -9 | -5 | -2 | -2.6 | x | 4

5 of the compounds above, with one line to a screen.
6. COc1cccc(N2CCN(S(=O)(=O)c3ccc4c(c3)NC(=O)CS4)CC2)c1
7. COc1ccccc1-c1nnc(NC(=O)c2ccc(S(=O)(=O)N(C)CC3CCCO3)cc2)o1 (stereo not given)
8. CCN(CC)S(=O)(=O)c1cccc(C(=O)Nc2ccccc2C(=O)N2CCOCC2)c1
9. Cc1ccc(NC2=NC(c3ccc(O)cc3)n3c(nc(C)cc3=O)N2)cc1 (stereo not given)
10. Cc1cccc(C)c1Nc1cn[nH]c1
screen / no.	6	7	8	9	10
GDH-TPI inh	-10	19	-3	7	x
BoNT-F LC inh	4	-3	-44	-4	4
Mtb UGM inh	1.0	0.5	-0.4	-1.3	x
PrPC surface inh	11	9	2	4	-3
MazF activator	5	4	-2	-2	x
Rv3671c protease	-4	-46	-6	-14	x
FadD28 FP inh	-3.2	0.2	-2.3	-3.9	0.0
BioA inh	0.7	-0.7	-0.1	-3.5	5.9
Mtb FBA inh	-3	-1	-1	-1	-2

(continued)
Results follow in this order: GDH-TPI inh | BoNT-F LC inh | Mtb UGM inh | PrPC surface inh | MazF activator | Rv3671c protease | FadD28 FP inh | BioA inh | Mtb FBA inh
21. CCn1c(Cc2cccn2C)nnc1SCC(=O)c1ccc(C)cc1
→ 7 | 5 | 0.3 | -6 | 0 | -4 | -0.5 | 7.2 | 0
22. CSc1c(CC(=O)Nc2ccccc2C(F)(F)F)n(Cc2ccccc2)c2ccccc12
→ -2 | 0 | -2.7 | -5 | 2 | -14 | -0.3 | 0.0 | 1
23. CCN1CCN(CC(=O)Nc2ccc(Cl)c(S(=O)(=O)N(C)C)c2)CC1
→ 11 | -3 | 0.3 | -4 | 3 | -1 | -1.3 | x | 5
24. Cc1ccc(NC(=O)CNc2ccccc2CN(C)C2CCCCC2)cc1
→ 2 | 0 | -1.9 | -1 | 7 | 10 | 0.0 | x | 4
25. COc1ccc(NC(=O)CCc2nc(-c3ccc(C)cc3)no2)c(OC)c1
→ 4 | 13 | 8.1 | 13 | 6 | -1 | -1.9 | 5.3 | 0
26. CN(c1ccc(C(=O)NC2CCCC2)cc1)S(=O)(=O)c1ccccc1
→ -1 | 14 | -2.5 | 4 | 6 | -2 | 1.1 | -0.7 | 4
27. COC(=O)Cn1c(O)c(N=NC(=O)c2ccc3c(c2)OCO3)c2ccccc21
→ 3 | 5 | -2.4 | -6 | -4 | -1 | 0.2 | x | 4
28. S=c1sc(SCCOc2ccccc2)nn1-c1ccccc1
→ 3 | -6 | 1.1 | 2 | -3 | 2 | -7.9 | x | -5
29. O=C(NC1=NCCS1)NC12CC3CC(CC(C3)C1)C2
→ -2 | -11 | -1.7 | 7 | 1 | -5 | -3.6 | -2.7 | 0
30. COC(=O)CSC1=C(C#N)C(=O)NC2(CCCCC2)S1
→ 20 | 2 | 0.6 | 9 | 5 | -4 | -1.1 | x | 1

Screen by screen, from the results shown:
GDH-TPI inh, compounds 21–26: 7, -2, 11, 2, 4, -1
BoNT-F LC inh, compounds 21–26: 5, 0, -3, 0, 13, 14

The listing continues.
Results follow in this order: GDH-TPI inh | BoNT-F LC inh | Mtb UGM inh | PrPC surface inh | MazF activator | Rv3671c protease | FadD28 FP inh | BioA inh | Mtb FBA inh
31. CCc1ccccc1NC(=O)CSC1=C(C#N)C(c2ccc3c(c2)OCO3)C2=C(CCCC2=O)N1 (stereo not given)
→ 25 | 7 | 1.7 | 9 | -3 | 4 | -1.0 | 4.5 | 0
32. CCOC(=O)C1(C)Oc2ccccc2C(C(=O)OC)=C1C(=O)OC (stereo not given)
→ 10 | -3 | x | -3 | 2 | x | -2.9 | 0.1 | -2
33. NS(=O)(=O)c1ccc(CNC(=O)c2cc(-c3cccnc3)nc3ccccc23)cc1
→ -7 | 5 | 0.3 | -9 | -6 | -11 | -4.0 | -2.5 | -2
34. CC(C)CCNC(=O)COc1ccc2c(c1)C(=O)CC(C)(C)O2
→ 12 | 5 | -0.2 | 6 | 6 | 4 | 0.0 | x | 50*
35. COC(=O)c1c(NC(=O)/C=C/C(=O)O)sc(Cc2ccccc2)c1C
→ 9 | 8 | -1.0 | x | 1 | 1 | -5.1 | x | -1
36. COCCCNC(=S)N1CCC(NC(=O)Nc2ccc(C)cc2)CC1
→ 0 | -2 | 2.7 | -1 | -5 | -1 | -0.7 | x | 0
37. COc1ccc(NC(=S)Nc2ccc3snnc3c2)cc1
→ 16 | -1 | 1.0 | 9 | 5 | 2 | -2.1 | 2.9 | 3
38. COc1cc(C2(C#N)CCN(C)CC2)cc(OC)c1OC
→ 9 | 6 | x | 8 | -2 | x | x | 0.3 | 4
39. CCOc1ccc(CCNC(=O)C2=C(C)C(=O)OC23CCC(C)CC3)cc1 (stereo not given)
→ 6 | -4 | 2.3 | -1 | -2 | -2 | -4.1 | -1.2 | -1
40. C=CCn1c(N)c(C(=O)NCc2cccnc2)sc1=S
→ 15 | 3 | 0.0 | -19 | 0 | -3 | -1.2 | 0.9 | 1

More structures:
item | compound | GDH-TPI inh | BoNT-F LC inh | Mtb UGM inh | PrPC surface inh | MazF activator | Rv3671c protease | FadD28 FP inh | BioA inh | Mtb FBA inh
41 | O=C1CC2(CCN(C(=O)c3cccc(Br)c3)CC2)Oc2ccccc21 | -6 | 16 | -2.0 | -11 | -11 | 3 | -2.1 | 8.9 | 7
42 | Cn1nc(C(F)(F)F)c(/C=N/OC(=O)c2ccccc2Cl)c1SCc1ccc(Cl)cc1 | 15 | -4 | -1.8 | 3 | 10 | -4 | 0.1 | x | 0
43 | COc1cccc(-n2nc(C(=O)N3CCC4(CC3)OCCO4)c3ccccc3c2=O)c1 | 11 | -6 | 2.0 | -6 | -3 | 4 | -1.5 | -0.4 | 10
44 | CN(C)Cc1ncccc1Oc1nc2cc(-c3cccc(Cl)c3)sc2c(=O)n1C | 13 | 1 | x | -12 | x | x | -2.6 | -1.3 | 1
45 | CC(=O)c1cccc(NS(=O)(=O)c2cc3c(cc2C)N(C(C)=O)CCO3)c1 | -8 | -8 | -2.1 | -3 | 7 | -2 | -0.4 | 1.7 | 2
46 | O=C(CCc1nc(-c2ccccc2)no1)NCC1CCCO1 (stereo not given) | 3 | 12 | 2.6 | -2 | 9 | -9 | -1.3 | -0.4 | 0
47 | CCOc1ccccc1NC(=O)C(NC(=O)C1CCC(C)CC1)C(C)C (stereo not given) | 1 | -5 | -1.1 | 4 | -17 | -7 | -1.3 | x | 0
48 | CCCC(/C=C/c1ccc(OC(C)=O)cc1)=C1/c2ccccc2C(=O)N1c1ccccc1 | 23 | -5 | 1.1 | 1 | -16 | -3 | 0.1 | -3.4 | 9
49 | CCCCSc1nc(C)c(C(C)=O)cc1C#N | 8 | -3 | 3.4 | -2 | 5 | 0 | -2.4 | 1.1 | -1
50 | O=S(=O)(Oc1ccccc1/C=N/n1cnnc1)c1ccccc1 | 6 | -3 | 2.9 | -4 | -4 | 4 | 0.1 | x | 2
51 | COc1cc(CN2CCN(Cc3ccc(C(F)(F)F)cc3)CC2)cc(OC)c1OC | -2 | x | -1.8 | -1 | 0 | -6 | -1.1 | 1.1 | 4
52 | CC(=O)c1cccc(NC(=O)c2cc(-c3ccc(F)cc3)on2)c1 | 5 | 6 | -1.2 | -3 | -14 | 6 | -3.7 | -0.2 | -3
53 | COc1cc(/C=C2\SC(=S)N(N3CCOCC3)C2=O)cc(OC)c1OC | -2 | 9 | -0.6 | 0 | 7 | -7 | -3.3 | 0.1 | -3
54 | Cc1cc(O)c(-c2cc(C(=O)Nc3cccnc3)[nH]n2)cc1C | 13 | -4 | 0.4 | -4 | 21 | -13 | 0.2 | -0.4 | 3
55 | COC(=O)c1c(NC(=O)C(=O)N2CCCCC2)sc2c1CC(C)(C)OC2 | 19 | 3 | 2.5 | 6 | 6 | -6 | -0.1 | 0.3 | -2
56 | NC(=O)C1CCN(C(=O)Cc2ccc([N+](=O)[O-])cc2)CC1 | 9 | 2 | -1.6 | -12 | 8 | -1 | -0.3 | x | -1

Source: PubChem (several laboratories)
